AMA1 RON2 block: disrupts binding of P. falciparum AMA1 to RON2. AlphaScreen AMA1-biotinylated RON2 peptide binding. Potency, µM (highest dose often 58.2 µM), for inactives: at the top dose activity change, negative = inhibition, most hits filed as inhibitors. 0.2% of 360,000 active. AID 720542;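 further: potency means the concentration at half of the fitted maximal effect; 0% = vehicle wells and -100% = peptide control; nearly all actives have a fitted effect of over 45% in size; some results filed as inactive show a strong effect at the top dose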
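AMA1 (3D7) with his tag at 25 nM final met compounds first, then biotinylated RON2 peptide at 25 nM; detection used donor plus acceptor beads, 10 µg/mL apiece, read by AlphaScreen after 30 min at room temperature.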
Pf growth 48h: P. falciparum growth inhibition at 48 hours (one generation); P. falciparum luciferase growth in erythrocytes, 48 h; Potency, µM (highest dose often 28.7 µM), for the others: at the highest dose activity change, negative = inhibition, usual class: inhibitors; 5.9% of 310,000 active; further: potency means the concentration at half of the fitted maximal effect; on the % scale 0 is the no-effect control and ±100 the full control effect
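Firefly luciferase activity from engineered P. falciparum reports growth; inhibitors lower the luminescent signal. Cultures contained 2% hematocrit erythrocytes at 0.1% final parasitemia.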
CHX counter: affects cycloheximide protein synthesis inhibition readout, counter-screen; cell reporter, cycloheximide protein synthesis inhibition counterscreen; max response, %; 12% of 300,000 active; AID 2314; in the data active means max response mostly above about 13%, no sharp cut-off; inactive means mostly below about 14%; further: read at 38.3 µM for the half of the compounds with a filed dose; 0% is about no effect
LmPK inhibitor: blocks Leishmania mexicana pyruvate kinase activity. Q27686. purified LmPK, Kinase-Glo ATP luminescence, 1 h. Potency, µM (top dose mostly 57.5 µM), inactives show at the top dose activity change, negative = inhibition, usual class: inhibitors. 0.37% of 290,000 active; further: potency means the concentration at half of the fitted maximal effect; on the % scale 0 is the no-effect control and ±100 the full control effect
Target sequence (Q27686 whole entry, looked up): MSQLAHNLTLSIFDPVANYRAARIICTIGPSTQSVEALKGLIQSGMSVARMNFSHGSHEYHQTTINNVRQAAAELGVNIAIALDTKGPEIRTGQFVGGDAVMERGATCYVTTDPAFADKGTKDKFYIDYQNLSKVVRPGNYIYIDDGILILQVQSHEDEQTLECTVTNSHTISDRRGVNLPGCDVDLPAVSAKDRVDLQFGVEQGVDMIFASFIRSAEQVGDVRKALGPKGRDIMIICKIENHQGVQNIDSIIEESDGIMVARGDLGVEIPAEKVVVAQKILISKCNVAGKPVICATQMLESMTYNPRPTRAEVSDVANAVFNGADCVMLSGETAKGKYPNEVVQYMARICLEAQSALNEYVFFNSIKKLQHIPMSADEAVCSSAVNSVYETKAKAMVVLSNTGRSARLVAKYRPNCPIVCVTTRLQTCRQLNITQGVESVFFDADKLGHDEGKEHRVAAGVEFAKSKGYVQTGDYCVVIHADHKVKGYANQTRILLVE
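Kinase-Glo luminescence read after 1 h RT reaction of 0.1 nM LmPK with 0.5 mM PEP and 0.1 mM ADP. Activity scaled between uninhibited and enzyme-free controls.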
Shiga toxin inh: inhibitors of Shiga toxin in Vero cells. Vero cells, Shiga toxin protein synthesis inhibition reporter. AID 2315. inhibition, % at 38.7 µM. 9.2% of 290,000 active; in the data active means inhibition mostly above about 28%, no sharp cut-off; inactive means mostly below about 43%; further: 0% is about no effect
Pf growth 96h: P. falciparum growth inhibition at 96 hours; P. falciparum luciferase reporter growth, 96 h; Potency, µM (series often up to 28.7 µM), for inactives: at the highest dose activity change, negative = inhibition, hits mostly inhibitors; 6.9% of 320,000 active; further: potency means the concentration at half of the fitted maximal effect; on the % scale 0 is the no-effect control and ±100 the full control effect
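Readout is luminescence from an integrated firefly luciferase in P. falciparum. Red cells, 2% hematocrit and 0.05% parasitemia final, were cultured with compound through two parasite generations (96 hours) at 37 C, 5% CO2.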
Tb PYK inh: T. brucei pyruvate kinase inhibition. Q57TT1. TbPYK enzyme, Kinase-Glo Plus ATP luminescence, 45 min. Potency, µM (top dose mostly 76.8 µM), for the others: top-dose activity, negative = inhibition, actives largely listed as inhibitors. 0.12% of 410,000 active. AID 624173; further: potency means the concentration at half of the fitted maximal effect; on the % scale 0 is the no-effect control and ±100 the full control effect; nearly all actives have a fitted effect of over 50% in size
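Quantitative HTS: titrated library compounds versus trypanosomal pyruvate kinase in TEA buffer (pH 7.2) containing KCl, MgCl2, BSA and Tween-20. Reactions were initiated with ADP, 130 uM final. Kinase-Glo Plus luminescence was read after 45 min at RT.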
Starred values were filed as active, the others as inactive; ? = inconclusive; · = no result given; [ ] = dose if it differs, or a comment. Unless noted, the call rests on the fitted dose curve; in most records, active means well fitted curve in the direction sought with a large enough effect; inconclusive means small, poorly fitted or top-dose-only effect, or another doubt; inactive means no such curve, though single readings can be large; an effect the other way counts as inactive or inconclusive.

SMILES | AMA1 RON2 block | Pf growth 48h | CHX counter | LmPK inhibitor | Shiga toxin inh | Pf growth 96h | Tb PYK inh
Cc1ccc(-c2cn(CCC(=O)O)c(-c3ccc(Cl)nc3)n2)cc1 | 7.4% | 31.5%[activator] | · | · | · | 52.4%[activator] | -17.5%
O=C(CSc1ccccc1)NC1=NCCS1 | 4.7% | 123.7%[activator] | 22.2* | 1.4% | 44.5 | 62.5%[activator] | -1.1%
O=C(CNC(=O)c1ccc(F)cc1)c1ccccc1 | 4.0% | 137.7%[activator] | 30.0* | -9.8% | 90.2* | ? | 1.4%
CC1(C)OC(=O)NC1=O | · | -5.5% | · | · | · | -11.6% | -4.0%
Cc1noc(C)c1S(=O)(=O)Nc1ccc(C(=O)N2CCN(c3cccc(Cl)c3)CC2)cc1 | -8.1% | · | 5.6 | -1.0% | -13.8 | -25.7% | 0.5%
O=C(Nc1cccc2ccccc12)N1N=CCC1c1ccccc1 (centres undefined) | -19.8% | 109.8%[activator] | 59.3* | 9.1% | 109.0* | 26.4% | -18.5%
CC(=O)Nc1ccc(N(C(=O)c2cnccn2)C(C(=O)NC2CCCCC2)c2ccc(O)cc2)cc1 (centres undefined) | -4.5% | 6.7% | 19.4 | 3.8% | 21.5 | -6.0% | -3.5%
CC(C)CCN1CCN=C1Nc1ccccc1 | 19.3% | 15.3% | -1.9 | -3.7% | 10.4 | 59.4%[activator] | 1.9%
CCS(=O)(=O)Nc1cccc(C2=NN(S(=O)(=O)CC)C(c3cccs3)C2)c1 (centres undefined) | 0.0% | ? | -6.0 | -12.7% | -4.5 | 13.1µM* | -11.3%
Cc1ccc(Oc2ccccc2)c(NC=O)c1 | -0.1% | 16.3% | 7.2 | -6.3% | 16.4 | -2.8% | -11.9%
CCOc1cc(/C=N/NC(=O)c2cc(C)n(-c3ccc(F)cc3)c2C)ccc1O | 48.4%[activator] | 0.0% | 22.4* | 4.1% | 87.3* | -27.0% | -9.0%
Cc1nnsc1C(=O)NCc1c(F)cccc1Cl | 39.2%[activator] | 15.4% | 8.4 | -0.3% | 11.2 | 6.8% | 1.9%
Cc1ccc2c3c(c(SCC(=O)Nc4nccs4)nc2c1)CCCC3 | · | 25.4% | -4.5 | 4.4% | -5.1 | 21.8% | ·
CCN(CC(=O)NCc1ccc(Cl)cc1)C(=O)CNS(=O)(=O)c1ccc(NC(C)=O)cc1 | -10.5% | 11.7µM* | 6.4 | -6.3% | 19.7 | ? | 5.9%
CCCCNC(=O)NNC(=O)C1CC1(c1ccccc1)c1ccccc1 (centres undefined) | 39.3%[activator] | 3.0% | -3.1 | 0.8% | -7.6 | 8.7% | -3.4%
COC(=O)c1cc2c(s1)-c1ccc(OC)cc1CC2 | 92.3%[activator] | 175.5%[activator] | 54.6* | -19.0% | 115.2* | 58.6%[activator] | 0.9%
CCOC(=O)c1c(C)[nH]c(C(=O)OCC(=O)NC(C)C)c1C | -9.5% | 23.3% | 23.1 | 2.3% | 2.4 | · | -4.8%
CCOC(=O)[C@@H]1[C@H]2COc3ccc(Br)cc3[C@@H]2N2C(=O)N(c3cccc(F)c3)C(=O)[C@@]12C | -4.2% | ? | -1.0 | -4.0% | 23.9 | ? | -4.7%
O=c1cc(CO)occ1OCc1cccc(F)c1 | -4.5% | 45.1%[activator] | 14.4 | 1.8% | 15.7 | 40.2%[activator] | -10.9%
Cc1nn(CCc2n[nH]c(=S)n2-c2ccc(F)cc2)c(C)c1[N+](=O)[O-] | 35.4%[activator] | -0.4% | -1.8 | ? | -10.8 | · | 10µM*
COc1ccc(NC(=S)N2CCC(NC(=O)c3ccc(F)cc3)CC2)cc1 | -17.2% | -20.2% | -3.5 | -8.0% | -3.1 | 13.2% | -4.0%
Cc1cccc(Nc2c(-c3ccc(O)cc3)nc3ncccn23)c1 | -5.7% | ? | -1.4 | -2.7% | -10.1 | ? | 7.5%
CN(c1ccccc1)S(=O)(=O)c1ccc(NC(=S)NC(=O)C2CC2)cc1 | 11.5%[2.32 µM] | -4.4% | -1.8 | 6.8% | 11.9 | 0.3% | -4.1%
CC(NCc1ccc(F)cc1)C(=O)NC1CCCCC1 (centres undefined) | -1.3% | 24.5% | 7.1* | 0.9% | 53.1* | -6.5% | -12.5%
O=C(Oc1ccccc1)c1cccnc1Oc1ccccc1 | 16.3% | 8.5% | -3.0 | 0.3% | 2.5 | 37.9%[activator] | -0.6%
Cc1ccc(C(=O)C2C(=O)c3ccccc3C2=O)cc1 | 0.0% | 61.8%[activator] | 16.2 | 0.1% | 12.5 | 58.5%[activator] | 5.0%
O=C(Nc1ccccc1)c1cc(-n2cnnc2)ccc1Cl | 4.7% | -10.6% | -1.2 | 4.9% | -14.1 | 42.7%[activator] | -6.9%
Nc1nc2nn(-c3ccccc3)nc2c(=O)[nH]1 | -7.5% | 13.4% | -2.0 | -20.8% | 26.4 | 139.2%[activator] | -1.8%
CCCCc1c(O)nc(SCC(=O)N2CCOCC2)n(-c2ccc(OC)cc2)c1=O | 13.4% | -1.4% | -5.0 | -8.0% | -13.0 | ? | 2.3%
COc1ccc(CCNS(=O)(=O)c2ccc3c(c2)NC(=O)CO3)cc1OC | 18.9% | 0.5% | -0.7 | 1.1% | -6.9 | ? | 0.3%
Cc1nnc2n1N=C(c1ccc(OC(F)F)cc1)C(C)S2 (centres undefined) | -13.8% | 13.4% | 4.4 | 2.5% | -14.7 | 11.2% | -5.7%
Cc1ccc(/C=C/c2nc3sc(C(=O)O)c(C)c3c(=O)[nH]2)cc1[N+](=O)[O-] | -0.9% | 14.8% | -1.3 | -13.4% | -15.0 | ? | -8.1%
O=C(c1cnn(C(=O)c2ccccc2)c1)c1ccccc1O | 44.5%[activator] | 11.6% | 14.2 | -8.1% | 31.2 | 11.9% | 4.7%
CN(c1ccc([N+](=O)[O-])cc1/C=N/NC(=O)COc1ccccc1)C1CCCCC1 | 2.9% | ? | -3.9 | -3.7% | -13.8 | ? | -7.8%
N#CC1=C(S)N(c2ccccc2)C(c2ccc(-c3ccccc3Cl)o2)NC1=O (centres undefined) | 0.0% | 0.3% | -2.6 | 0.6% | -7.6 | -11.1% | -18.4%
COCc1cc(CN2CCN(Cc3ccsc3)C(CCO)C2)ccc1OC (centres undefined) | -3.3% | 29.1% | -2.9 | -0.7% | -10.7 | 35.7%[activator] | -1.2%
Cc1cccc(-n2nnc3c(=O)n(Cc4ccccn4)cnc32)c1 | 31.8%[activator] | 18.3% | 12.7 | 2.0%[11.5 µM] | 9.2 | 61.6% | 0.1%
O=C(CN1CCN(c2ccc(F)cc2)CC1)Nc1ccccc1Br | -12.7% | · | -8.3 | 1.9% | 9.5 | -21.8% | 3.5%
O=C(CCCN1C(=O)c2cccc3cccc(c23)C1=O)N1CCN(c2ccccc2)CC1 | ? | 5.8% | -0.7 | 5.4% | 2.3 | 2.0% | 1.8%
O=C(Nc1ccccc1)Nc1ccc2ncoc2c1 | -11.7% | 55.4%[activator] | 41.9* | -21.8% | 63.6* | 58.3%[activator] | 1.5%

Given as labelled records: part of the list above.
structure: CN(c1ccc([N+](=O)[O-])cc1/C=N/NC(=O)COc1ccccc1)C1CCCCC1
  AMA1 RON2 block: 2.9%; Pf growth 48h: ?; CHX counter: -3.9; LmPK inhibitor: -3.7%; Shiga toxin inh: -13.8; Pf growth 96h: ?; Tb PYK inh: -7.8%

structure: CN(c1ccccc1)S(=O)(=O)c1ccc(NC(=S)NC(=O)C2CC2)cc1
  AMA1 RON2 block: 11.5%[2.32 µM]; Pf growth 48h: -4.4%; CHX counter: -1.8; LmPK inhibitor: 6.8%; Shiga toxin inh: 11.9; Pf growth 96h: 0.3%; Tb PYK inh: -4.1%

Additional entries:
SMILES | AMA1 RON2 block | Pf growth 48h | CHX counter | LmPK inhibitor | Shiga toxin inh | Pf growth 96h | Tb PYK inh
CCc1ccc2nc(NC(=O)CCCc3cccs3)sc2c1 | 3.8% | · | 33.1* | 0.5% | 48.9* | -5.4% | -19.6%
Clc1ccc(OCCCN2CCCCC2)c(Br)c1 | 14.4% | 31.5%[activator] | 70.9* | 2.9% | 12.2* | ? | -4.8%
CCC(C)NC(=O)CO/N=C/c1ccccc1OC(F)F (centres undefined) | 14.5% | 8.5% | -1.1 | -2.1% | 0.5 | 2.5% | -10.2%
Cc1c(S(=O)(=O)N2CCN(C(c3ccccc3)c3ccccc3)CC2)c(=O)n(C)c(=O)n1C | 1.7% | 1.65µM* | -2.9 | -1.2% | 11.8 | 2.33µM* | 2.5%
CCCCC(=O)NNC(=S)NC(=O)c1ccc([N+](=O)[O-])cc1 | 115.2%[activator] | -21.9% | -0.7 | -5.0% | -16.5 | ? | ?
CCCOC(=O)CSC1=C(C#N)C(c2ccc3c(c2)OCO3)CC(=O)N1 (centres undefined) | 3.1% | 0.0% | 1.8 | 1.7% | -26.7 | ? | -2.3%
COc1ccc(-n2nnc3c(=O)n(CC(=O)N4CCCCC4)cnc32)cc1 | 3.6% | 9.9% | -1.4 | 0.3% | -2.0 | 34.3%[activator] | 0.3%
CCOC(=O)/C(C#N)=C/c1cn(CCC(=O)O)nc1-c1cccc(Cl)c1 | -29.3% | 31.1%[activator] | 6.6 | 0.1% | -13.1 | -1.3% | 2.8%
CCN(CC(=O)Nc1c(F)cccc1F)C(=O)CCc1nc2sc3c(c2c(=O)[nH]1)CCCC3 | -10.1% | 1.7% | · | · | · | ? | -2.9%
CNC(=S)N(CCO)Cc1cc2cc3c(cc2[nH]c1=O)OCO3 | 12.4% | 11.7% | -4.6 | -2.4% | -3.6 | 23.7% | 1.0%
Cc1ccc(NC(=O)CN(C)C(=O)c2ccc(NC(=O)CC3SC(N4CCCC4)=NC3=O)cc2)cc1 (centres undefined) | 11.5% | -9.3% | · | · | · | ? | 5.8%
Cc1ccsc1C(=O)OCC(=O)N1CCOCC1 | -9.5% | 63.9%[activator] | 35.0* | -11.3% | 72.6* | 18.1% | -2.0%
CC(=O)NC1(C(F)(F)F)N=C(c2ccccc2)NC1=O (centres undefined) | -9.4% | 5.6% | -1.8 | -9.7% | -5.4 | 21.6% | 0.5%
Cc1ccccc1Nc1nc(N)nc(COC(=O)c2cccn2C)n1 | 22.2% | · | 35.8* | 9.2% | 68.5* | 59.5%[activator] | -0.8%
O=C(O)CN1C(=O)C(=O)N(Cc2ccc(Cl)cc2Cl)C1=O | -4.7% | · | 1.3 | -3.5% | -4.3 | 24.5% | -3.5%

In the list so far, three have bromine:
SMILES | AMA1 RON2 block | Pf growth 48h | CHX counter | LmPK inhibitor | Shiga toxin inh | Pf growth 96h | Tb PYK inh
CCOC(=O)[C@@H]1[C@H]2COc3ccc(Br)cc3[C@@H]2N2C(=O)N(c3cccc(F)c3)C(=O)[C@@]12C | -4.2% | ? | -1.0 | -4.0% | 23.9 | ? | -4.7%
O=C(CN1CCN(c2ccc(F)cc2)CC1)Nc1ccccc1Br | -12.7% | · | -8.3 | 1.9% | 9.5 | -21.8% | 3.5%
Clc1ccc(OCCCN2CCCCC2)c(Br)c1 | 14.4% | 31.5%[activator] | 70.9* | 2.9% | 12.2* | ? | -4.8%
